# SIAE inh = human SIAE inhibitors, primary screen, biochemical, fluorescence polarization, FP-Rh probe, 1536-well HTS; SIAE FP-Rh probe binding; Sialate O-acetylesterase (Homo sapiens), Q9HAT2; hit rate 0.69% among 370,000; inhibition, % at 9.66 µM;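 active = inhibition above a cutoff: mean of compounds within the control limits plus 3 SD of those, cut at about 17% in these data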;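 note: 0% = plate median of compound wells and 100% = probe without SIAE protein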
# UHRF1 MBD2 ctr = UHRF1 methylated DNA binding inhibitors, primary screen, counter-screen for MBD2 inhibitor project, biochemical, TR-FRET, human UHRF1, single concentration | hit rate 0.75% among 370,000 | inhibition, % at 4.4 µM | UHRF1 binding to methylated oligo | E3 ubiquitin-protein ligase UHRF1 (Homo sapiens), Q96T88 | AID 687016, 2013; in the data active = inhibition above about 21%;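 note: UHRF1 SRA domain binding a hemimethylated CpG hairpin DNA probe; 0% = median of test compound wells and 100% = reference inhibitor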
# HTRA1 inh = HTRA1 serine protease inhibitors, primary screen, biochemical, fluorescence polarization, HTS | recombinant HTRA1, FP-rhodamine activity-based probe | inhibition, % at 5.96 µM | hit rate 0.5% among 340,000; in the data active = inhibition above about 36%;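 note: 0% = enzyme with DMSO and 100% = wells lacking enzyme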
# Target sequence (Q92743 whole entry, looked up): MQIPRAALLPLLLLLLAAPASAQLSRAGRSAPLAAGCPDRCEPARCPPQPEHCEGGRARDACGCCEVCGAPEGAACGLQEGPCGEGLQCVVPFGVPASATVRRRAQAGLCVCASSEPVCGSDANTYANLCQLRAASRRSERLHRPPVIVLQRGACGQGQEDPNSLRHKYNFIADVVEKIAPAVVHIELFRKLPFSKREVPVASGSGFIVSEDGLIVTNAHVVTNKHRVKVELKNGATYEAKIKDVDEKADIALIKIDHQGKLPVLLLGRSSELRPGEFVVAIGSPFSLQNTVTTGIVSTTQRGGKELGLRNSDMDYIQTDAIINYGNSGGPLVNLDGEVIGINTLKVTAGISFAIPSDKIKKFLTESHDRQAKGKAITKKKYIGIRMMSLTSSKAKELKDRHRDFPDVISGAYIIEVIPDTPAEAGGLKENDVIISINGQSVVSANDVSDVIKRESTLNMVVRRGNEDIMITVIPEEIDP
# mABHD4 FP = ABHD4 inhibitors, primary screen, biochemical, fluorescence polarization, mouse; (Lyso)-N-acylphosphatidylethanolamine lipase (Mus musculus), Q8VD66; purified mABHD4, FP-Rh probe fluorescence polarization; inhibition, % at 8.92 µM; hit rate 0.54% among 370,000;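 active = inhibition exceeding the mean over every tested compound plus 3 SD, cut at about 30% in these data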;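 note: 0% = plate median of compound wells and 100% = S159A mutant with DMSO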
#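 Assay system: mouse ABHD4 enzyme, wild type / Also added: fluorescent activity-based probe FP-Rh / Doses: single nominal dose of 8.92 µM, 0.89% DMSO final / Timing: 45 min compound pre-incubation plus 60 min probe step, 25 °C / Signal: FP readout, ex 525 nm / em 598 nm / Control set: S159A mutant/DMSO as 100%, compound-well median as 0%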
# TCR CD3 inh = inhibitors of human TCR-CD3 interaction, primary screen, biochemical, fluorescence, TAMRA-labeled TCR probe; hit rate 0.37% among 360,000; AID 651800, 2012; inhibition, % at 9.4 µM; T-cell receptor (TCR); in the data active = inhibition above about 19%;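 note: recombinant mutant TCR 2C K166C tagged with TAMRA read by polarization; 0% = receptor in buffer alone and 100% = receptor with positive control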
# rCAG RNA binder = binders of r(CAG) RNA repeats, primary screen, biochemical, fluorescence. hit rate 1.3% among 370,000. r(CAG) RNA repeat, TO-PRO-1 dye displacement fluorescence. inhibition, % at 3 µM;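 active = inhibition above the plate cutoff, the mean of all test compounds on that plate plus 3 SD, cut at about 35% in these data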;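 note: 0% = DMSO alone and 100% = 100 µM mitoxantrone as full dye displacement; higher means more dye released from RNA so lower well fluorescence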
# PRMT1 inh = PRMT1 methyltransferase inhibitors, primary screen, biochemical, fluorescence polarization | Protein arginine N-methyltransferase 1 (Homo sapiens), Q99873 | recombinant PRMT1, activity-based probe fluorescence polarization | inhibition, % at 2.79 µM | hit rate 1.3% among 370,000;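 active = inhibition above about 21% made by adding two undisclosed values, limit read from the data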
# NPR1 activator = GC-A stimulated cGMP production enhancers – HEK293 GC-A cells, cGMP TR-FRET, EC30 ANP, primary screen; Atrial natriuretic peptide receptor 1 (Homo sapiens), P16066; 0% at EC30 ANP, 100% saturating ANP; activation, % at 10 µM; hit rate 0.14% among 370,000; in the data active = activation above about 40%
# MBD2 inh = inhibitors of MBD2 binding to methylated DNA, primary screen, biochemical, TR-FRET, DNA-binding domain, human; AID 686964, 2013; inhibition, % at 4.4 µM; MBD2 binding to methylated oligonucleotide; hit rate 0.31% among 370,000; Methyl-CpG-binding domain protein 2 (Homo sapiens), Q9UBB5; in the data active = inhibition above about 13%
# Target sequence (Q9UBB5 whole entry, looked up, the tested form may be a part): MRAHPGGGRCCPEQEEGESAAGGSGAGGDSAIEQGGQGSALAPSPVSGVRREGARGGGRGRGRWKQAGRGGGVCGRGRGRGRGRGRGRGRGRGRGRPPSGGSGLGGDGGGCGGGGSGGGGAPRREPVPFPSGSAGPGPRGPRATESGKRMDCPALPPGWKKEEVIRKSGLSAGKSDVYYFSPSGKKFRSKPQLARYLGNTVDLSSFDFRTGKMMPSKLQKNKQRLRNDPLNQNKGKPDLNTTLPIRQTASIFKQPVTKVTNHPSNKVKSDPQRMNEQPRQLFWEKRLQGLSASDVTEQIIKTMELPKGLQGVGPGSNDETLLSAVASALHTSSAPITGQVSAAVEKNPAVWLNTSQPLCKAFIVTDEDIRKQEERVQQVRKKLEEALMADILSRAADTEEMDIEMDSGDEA
# GC-B act = human GC-B receptor activators, primary screen, HEK293 GC-B cells, cGMP TR-FRET, EC30 CNP | AID 1920062, 2024 | Atrial natriuretic peptide receptor 2 (Homo sapiens), P20594 | activation, % at 10 µM | 0% at EC30 CNP, 100% saturating CNP | hit rate 0.11% among 370,000;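 active = activation at 10 µM reaching about 35% in either raw or pattern-adjusted values, limit read from the data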
# * = called active by the depositor; / = no result given. The list is partial, so the mix of outcomes need not match the whole.
no.	Structure	SIAE inh	UHRF1 MBD2 ctr	HTRA1 inh	mABHD4 FP	TCR CD3 inh	rCAG RNA binder	PRMT1 inh	NPR1 activator	MBD2 inh	GC-B act
1	COc1cccc(Cn2c(NCc3cccnc3)nc3c2c(=O)n(C)c(=O)n3C)c1	3	0	2	-1	2	0	-2	-1	2	1
2	O=C(COC(=O)Cc1ccc(Cl)c(Cl)c1)Nc1ccc2[nH]c(=O)[nH]c2c1	-4	0	-1	-1	4	8	0	-3	-6	0
3	COc1ccc(OC)c(CNC(=O)C2CCN(S(=O)(=O)N3CCCC3)CC2)c1	0	6	-1	-4	-9	-2	1	0	-5	3
4	O=C(CSc1nnnn1-c1ccc(C(=O)O)cc1)NC1CC1	-7	0	6	1	4	0	-3	3	-5	11
5	c1ccc(C[n+]2cccc3c4ccccc4ccc32)cc1	3	1	5	2	7	11	-2	5	-5	2
6	O=C(CN1C(=O)NC(c2ccccc2)(c2ccccc2)C1=O)NCc1ccco1	2	-1	-8	-1	1	7	2	0	2	-3
7	CC1=C(C)C(=O)N(c2ccc(C(=O)O)cc2)C1=O	6	-1	1	3	2	3	1	0	2	1
8	COc1ccc(Cc2nc(-c3cccnc3)no2)cc1OC	-4	2	5	-1	0	-1	3	2	-1	7
9	CC(=O)NC(c1ccc(F)c(F)c1)c1nc(-c2ccc3c(c2)OCO3)cs1 (centres undefined)	-5	0	/	-13	3	2	-3	2	-7	0
10	CN(/N=C/c1ccc2c(c1)OCO2)c1ccccc1	-2	2	11	2	2	0	1	-3	-5	-5
11	O=C(NCCCc1ccccc1)C(=O)c1c[nH]c2ccccc12	-3	-2	-24	-16	5	2	0	-1	1	0
12	CC(C)CCc1noc(CN2CCC(C(=O)N3CCOCC3)CC2)n1	0	1	9	6	-6	-6	-1	4	-2	2
13	CCC(=O)N1CCc2cc(S(=O)(=O)CCC(=O)Nc3ccc(C)c(F)c3)ccc21	0	0	0	3	-2	0	3	-8	-1	-7
14	C/C=C(\C)C(=O)OC(C)(C)[C@@H]1Cc2cc3ccc(=O)oc3cc2O1	1	-4	-11	-2	-5	-5	-2	2	1	5
15	CCOC(=O)C(C(=O)Nc1ccccn1)C1CCCCC1 (centres undefined)	2	1	3	4	2	-4	1	-2	-2	5
16	CCOC(=O)[C@]12CCCCC/C=C\1N(CCc1ccc(Cl)cc1)C(=O)[C@H]2CC(=O)NCc1ccc(OC)c(OC)c1	-13	-2	/	-4	/	3	-2	5	-5	1
17	O=C(Nc1ccc2cccnc2c1)c1ccc(Br)cc1	-8	-4	-26	-14	6	8	1	0	-3	-6
18	O=C1Nc2ccccc2C(=O)N2C[C@@H](O)C[C@H]12	6	2	3	1	-8	-2	-3	6	-4	5
19	CN(c1nc(-c2ccccc2)cs1)C1CCS(=O)(=O)C1 (centres undefined)	2	2	-5	-4	-9	-1	0	-1	7	3
20	CCS(=O)(=O)c1nc2ccccc2n1Cc1ccccn1	0	4	2	1	-1	-1	3	6	9	2
21	CC12CCC(=O)N1C(C(=O)Nc1nc3ccc(F)cc3s1)CS2 (centres undefined)	12	0	-5	0	2	0	1	8	0	2
22	O=C(Nc1ccccc1F)N1CCCC1c1cccnc1 (centres undefined)	-1	3	-1	0	-4	-2	2	0	3	-1
23	CC(=O)c1cccc(NC(=S)NC(=O)c2ccc(C)cc2Cl)c1	1	2	-12	-12	-2	-2	1	2	1	-4
24	O=C(NCCC(=O)N(CCc1ccccc1)Cc1ccccc1)c1ccc(Br)cc1	-5	2	-48	11	0	-3	-3	-14	1	-9
25	COc1ccc(NC(=S)N2CCNC(=O)C2CC(=O)Nc2cccc(Cl)c2C)cc1 (centres undefined)	2	0	-9	-3	8	1	-2	0	-3	0
26	COc1ccc(C(CC(=O)c2ccccc2)S(=O)(=O)c2ccccc2)cc1 (centres undefined)	8	0	4	-3	9	-5	-1	-11	1	-13
27	COc1ccc(N(C)S(=O)(=O)c2ccc3c(c2)NC(=O)CO3)c(OC)c1	-3	1	3	0	-3	1	-4	-9	0	-2
28	Cc1cc(C(=O)N/N=C2\CCCc3ccccc32)c(C)o1	1	-1	-3	7	3	1	0	3	1	-4
29	Cc1ccc(S(=O)(=O)NC(C)C(=O)NC2CC2)cc1 (centres undefined)	5	-4	4	-1	3	3	0	4	3	-2
30	Cc1nn(CC(=O)NC2CCC(C)CC2)c(=O)c(C#N)c1C (centres undefined)	3	1	-1	-2	-4	4	1	1	1	4
31	COc1cc(OC)cc(C(=O)NCC(=O)OCC(=O)N2c3ccccc3NC(=O)C2(C)C)c1	-18	3	-1	-13	6	0	-3	-1	0	-2
32	COc1ccc(CC(N)c2csc(NC(=O)Nc3ccccc3Oc3ccccc3)n2)cc1 (centres undefined)	-7	-1	/	3	-3	17	-5	-4	-2	0
33	CCn1c(SCC(=O)c2cccs2)nnc1-c1ccco1	-2	1	1	-2	8	0	2	-5	2	-5
34	CC1CCc2nc(NC(=O)C3COc4ccccc4O3)sc2C1 (centres undefined)	1	2	-18	19	-6	4	-4	-1	-2	-3
35	O=C(Nc1ccc(OCC(=O)N2CCN(S(=O)(=O)c3ccccc3)CC2)cc1)c1ccco1	2	-3	-5	8	0	2	1	1	1	-1
36	Cc1ccccc1Cn1c(C(C)O)nc2ccccc21 (centres undefined)	5	0	0	-3	8	-3	-3	0	2	-3

# Three compounds from above, limited to MBD2 inh, SIAE inh and rCAG RNA binder:
no. | smiles | MBD2 inh | SIAE inh | rCAG RNA binder
22 | O=C(Nc1ccccc1F)N1CCCC1c1cccnc1 (centres undefined) | 3 | -1 | -2
23 | CC(=O)c1cccc(NC(=S)NC(=O)c2ccc(C)cc2Cl)c1 | 1 | 1 | -2
24 | O=C(NCCC(=O)N(CCc1ccccc1)Cc1ccccc1)c1ccc(Br)cc1 | 1 | -5 | -3

# (list continues)
no.	Structure	SIAE inh	UHRF1 MBD2 ctr	HTRA1 inh	mABHD4 FP	TCR CD3 inh	rCAG RNA binder	PRMT1 inh	NPR1 activator	MBD2 inh	GC-B act
37	O=C(COc1ccccc1Cl)NCc1nc(-c2ccccc2)no1	-2	-1	-12	-14	0	-4	3	0	4	-5
38	Cc1cccc(N2CCN(Cc3cn(C)nc3-c3ccccc3F)CC2)n1	7	3	-1	7	2	-7	-1	-9	1	3
39	O[C@H]1c2ccccc2[C@H](Cc2cncs2)[C@@H]1Br	-3	-1	2	-1	2	5	5	-5	3	0
40	CC(C)(C)Nc1nc(C(N)=O)nc(N2CCOCC2)n1	9	2	1	0	6	2	-1	5	-1	12
41	COc1ccc(S(=O)(=O)Nc2ccc3c(c2)C(=O)N([C@H](C)CO)C[C@H](C)[C@@H](CN(C)C(=O)Nc2ccc(C(F)(F)F)cc2)O3)cc1	-16	0	-21	-16	3	13	-1	1	2	3
42	CN(CC(=O)Nc1ccccc1C(F)(F)F)C(=O)CSc1nnc(N)s1	2	-1	10	-6	3	1	-2	0	2	2
43	C=CCOC(=O)C1=C(C)NC2(O)c3ccccc3C(=O)C12O (centres undefined)	-2	-7	-1	4	4	1	-1	0	-9	5
44	Cc1nn(S(=O)(=O)N2CCOCC2)c(C)c1Br	0	0	2	-3	-6	-2	2	-1	0	9
45	Cc1ccc(S(=O)(=O)N(C)/N=C/c2ccc(C(=O)O)cc2)cc1	3	0	3	-1	6	7	-2	0	4	-4
46	CCCCCN(C(=O)CCC(=O)OCC(=O)N(C)Cc1ccc(C)cc1)c1c(N)n(CCCC)c(=O)[nH]c1=O	1	2	2	-9	0	-10	0	0	-3	-10
47	N=C1C(c2nc3ccccc3[nH]2)=C(O)CN1NC(=O)c1c[nH]c2ccccc12	5	3	-1	2	-7	10	-3	-2	3	6
48	O=C(OCC#CCSc1nnc(-c2cccc3ccccc23)o1)c1ccc(F)cc1F	-2	1	/	-6	/	/	-3	-1	-6	-2
49	COc1cc(C(=O)N=c2sc3c(C)ccc(OC)c3n2C)cc(OC)c1OC	-10	7	1	-11	-4	3	10	-2	7	-2
50	CS(=O)(=O)N(CCc1ccccc1)CC(=O)NCc1cccnc1	-4	-1	4	3	8	-3	1	1	0	5
51	COc1ccc(-n2nnnc2-c2ccccc2)cc1	-2	3	-1	0	-1	-3	-1	-4	4	-1
52	COc1ccc(O)c(/C=C2/SC(=S)N(Cc3ccccc3)C2=O)c1	1	3	-4	-5	-7	19	23*	5	3	1
53	CCN1CCN(CC(=O)NC2CCCC2)C(=O)C1=O	-7	5	-1	-7	-9	-2	-3	2	-7	0
54	O=[N+]([O-])c1ncccc1OCCOc1ccc(Cl)cc1Cl	5	1	/	-8	/	/	6	47*	4	1
55	CC(=O)Nc1ccc(S(=O)(=O)N2CCN(c3ccc([N+](=O)[O-])c(NCCN4CCOCC4)c3)CC2)cc1	-3	-7	0	4	1	8	-1	-5	-1	0
56	Cc1ccc(S(=O)(=O)N2CCN(C(=O)CSC(=S)N3CCCC3)CC2)c(C)c1	-4	2	1	-2	1	0	-2	0	0	7
57	Cc1ccc(CSC2=NCCN2S(=O)(=O)c2ccc(C)cc2)cc1	-5	-2	-11	-9	-2	4	-5	1	2	11
58	CCn1nnnc1-c1ccc(OC)c(S(=O)(=O)Nc2ccc(S(N)(=O)=O)cc2)c1	-2	0	-5	-3	4	1	-2	3	1	2
59	O=C(O)C1CCCCC1C(=O)NCc1ccc(Cl)c(Cl)c1 (centres undefined)	-4	0	1	0	-1	-1	-2	6	0	-3
60	CCNC(=O)CN(c1ccccc1OC)S(=O)(=O)c1cccs1	-1	0	0	-4	4	0	-2	-2	-3	4
61	COc1cc(NC(=S)NN2CCN(C)CC2)cc(OC)c1	-1	0	7	6	3	1	2	0	4	1
62	Cc1coc2cc3oc(=O)c(CCC(=O)N[C@@H](CCCNC(N)=O)C(=O)O)c(C)c3cc12	8	-2	-2	5	6	2	-5	2	1	2
63	CC1(C2CC2)NC(=O)N(CC(=O)NCC(=O)Nc2ccc(F)c(F)c2F)C1=O (centres undefined)	-2	0	8	2	-3	1	1	2	5	-2
64	Cc1ccc(C)n1NC(=O)c1cccc(Cl)c1	0	3	-4	-5	-3	15	3	-7	2	7
65	O=C(NCC1OCCCN1S(=O)(=O)c1cc(F)ccc1F)C(=O)NC1CCCC1 (centres undefined)	0	0	-1	-11	-9	2	-2	1	-2	3
66	CCC(C)C(=O)Nc1cc([N+](=O)[O-])ccc1Cl (centres undefined)	0	0	-1	1	-4	-1	-3	1	3	3
67	O=S(=O)(c1ccc(Cl)cc1)c1ccccn1	-7	-1	2	10	3	0	0	2	-1	-2
68	CCOC(=O)N1CCN(C(=O)c2ccccc2NC(=O)c2ccccc2Cl)CC1	-7	4	0	-12	-2	-7	2	3	7	2
